Screening data from PubChem.
PI4K2A block: qHTS for small molecular inhibitors of PI4K2A | Phosphatidylinositol 4-kinase type 2-alpha (Homo sapiens), Q9BTU6 | purified PI4K2A, ADP-Glo luminescence, 1 h; active compounds read low | activity change, negative = inhibition, % at 76.9 µM | 420,000 tested, 0.13% active; in the data active means activity change below about -50%;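 further: -100% = wells without enzyme as full effect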
Target sequence (Q9BTU6 whole entry, looked up): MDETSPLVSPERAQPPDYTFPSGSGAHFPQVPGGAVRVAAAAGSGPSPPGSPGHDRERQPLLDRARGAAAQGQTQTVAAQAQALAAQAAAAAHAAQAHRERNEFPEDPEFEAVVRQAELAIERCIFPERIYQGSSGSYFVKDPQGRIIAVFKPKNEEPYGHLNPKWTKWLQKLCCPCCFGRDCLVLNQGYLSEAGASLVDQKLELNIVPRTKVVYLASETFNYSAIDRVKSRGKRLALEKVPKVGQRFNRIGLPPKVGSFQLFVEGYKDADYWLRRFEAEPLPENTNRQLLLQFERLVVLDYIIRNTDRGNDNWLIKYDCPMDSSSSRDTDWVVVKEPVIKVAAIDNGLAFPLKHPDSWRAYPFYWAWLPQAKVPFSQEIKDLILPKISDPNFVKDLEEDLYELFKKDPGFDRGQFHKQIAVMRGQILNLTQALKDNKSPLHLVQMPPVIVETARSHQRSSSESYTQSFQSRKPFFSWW
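Compounds are screened against recombinant PI4K2A using PI as substrate and ATP, the latter dispensed at 300 microM. Reactions run one hour at ambient temperature before ADP-Glo detection; full inhibition defined by wells lacking enzyme.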
LDHA block: qHTS assay for inhibitors of human lactate dehydrogenase. activity change, % (values are at about 110 or 230 µM). 480,000 tested, 0.15% active. AID 1347041, 2019. purified LDHA, NADH/diaphorase-resazurin fluorescence; active compounds read low. L-lactate dehydrogenase A chain (Homo sapiens), P00338; in the data active means activity change below about -30%;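 further: plate controls were DMSO wells for no effect and wells without enzyme for full effect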
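Human LDH5 at 2 nM final in Tris HCl pH 7.4 with 0.06 mM NADH and 0.2 mM pyruvate, reacted 5 minutes at room temperature. Remaining NADH coupled via diaphorase/resazurin; resorufin fluorescence read at 0 and 20 minutes, normalized to enzyme-free and DMSO wells.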
Active calls of the source: *. This is a subset. The share of hits here may be higher or lower than overall.

molecule,PI4K2A block,LDHA block
CC(C)C[C@H]1CN([C@@H](Cc2ccccc2)CN2CCC[C@H]2CN2C(=O)C(=O)NC[C@@H]2Cc2ccccc2)C(=O)C(=O)N1CCc1ccccc1,1,2
CCCCCCCCN1C(=O)[C@H](CC(=O)NCc2ccc(OC)c(OC)c2)C[C@@]2(C(=O)OC)CCCCC=C12,6,7
Cc1ccc(S(=O)(=O)N2C[C@@]3(O)Cn4c(=O)ccc(=O)n4C[C@@]3(OC(=O)NCC3CCCCC3)C2)cc1,-11,7
CSC12CCCN(CCC(C(C)(C)C)C1)C2=O (configuration not stated),-4,-5
CCOC(=O)[C@]12CCCC=C1N(Cc1ccccc1)C(=O)[C@H](CC(=O)NCc1cccc3ccccc13)C2,-1,3
CC(C)C[C@@H]1O[C@H](CCc2ccccc2)Cc2[nH]c(=S)[nH]c(=O)c21,0,-7
Cc1cccc(C)c1-n1nnnc1C(c1ccnc2ccccc12)N1CCN(CC(=O)NC(C)C)CC1 (configuration not stated),-2,3
N#CN1CCC(NS(=O)(=O)c2ccc(F)cc2)C1 (configuration not stated),-3,-3
O=C(NCCN1CCC(n2c(=O)[nH]c3ccccc32)CC1)c1ccncc1,4,3
CCCCCCCCN1C(=O)[C@H](CC(=O)NCc2cccc3ccccc23)C[C@@]2(C(=O)OC)CCCCC=C12,9,2
Cc1nc(NC(=O)c2ccccc2)sc1-c1cc(C(=O)NCCO)nn1Cc1ccccc1,0,-13
Cc1ccc(S(=O)(=O)C[C@@H]2OC[C@H](CO)N2S(=O)(=O)c2ccc(C)cc2)cc1,-1,0

As a short view, part of the list above.
molecule,PI4K2A block,LDHA block
CCCCCCCCN1C(=O)[C@H](CC(=O)NCc2cccc3ccccc23)C[C@@]2(C(=O)OC)CCCCC=C12,9,2
Cc1nc(NC(=O)c2ccccc2)sc1-c1cc(C(=O)NCCO)nn1Cc1ccccc1,0,-13
Cc1ccc(S(=O)(=O)C[C@@H]2OC[C@H](CO)N2S(=O)(=O)c2ccc(C)cc2)cc1,-1,0

Further compounds follow:
molecule,PI4K2A block,LDHA block
Cc1ccc2ccc(C(Nc3ccccc3)c3ccc(C(C)C)cc3)c(O)c2n1 (configuration not stated),-2,8
O=C1c2ccccc2C(c2nnnn2-c2ccc3c(c2)OCCO3)N1Cc1ccc(F)cc1 (configuration not stated),-3,6
COC(=O)C[C@H]1CC[C@@H](NC(=O)Nc2ccc3c(c2)OCO3)[C@@H](CO)O1,1,10
CN1CCC(N2CCN(C3CN(Cc4cn(Cc5ccc(F)cc5)nn4)S(=O)(=O)C3)CC2)CC1 (configuration not stated),-5,-2
O=C(C(=O)N1CCN(c2ccccc2)CC1)c1ccc2c(c1)OCO2,5,-4
CCC(c1nnnn1-c1c(C)cccc1C)N1CCCN(Cc2ccc(F)cc2)CC1 (configuration not stated),3,-3
CC(C)C[C@H]1CN(CCCC[C@H]2CNC(=O)C(=O)N2Cc2ccccc2)C(=O)C(=O)N1Cc1ccccc1,0,0
COc1ccc(-c2c(C(=O)c3ccccc3)[nH]c(N)c2C(N)=O)cc1OC,-19,4
N#CC1C(=O)NC(=O)C(C#N)C12CCCCC2 (configuration not stated),-3,-7
O=C(Nc1ccc(F)cc1)C(c1cccc(F)c1)N1CCN(c2ccncc2)CC1 (configuration not stated),-1,6
COC(=O)c1sc(NC(=O)OCc2ccccc2)nc1CCNC(=O)OC(C)(C)C,2,-3
COC(=O)[C@]12CCCCC=C1N(Cc1ccco1)C(=O)[C@H](CC(=O)NCCCCc1ccccc1)C2,1,2
O=C(Nc1ccc2ccccc2c1)C(c1ccccc1)n1c(=O)c(-c2cc3ccccc3[nH]2)nc2ccccc21 (configuration not stated),3,-1
CC(C)C[C@@H]1O[C@H](CCc2ccccc2)Cc2[nH][nH]c(=O)c21,4,-1
CCOC(=O)N1CCN(C(=O)C[C@@H]2C[C@@]3(C(=O)OCC)CCC=C3N(Cc3ccccc3)C2=O)CC1,-5,-10
O=C(C[C@H]1CC[C@H]2[C@@H](COC[C@@H](O)CN2C(=O)c2cnccn2)O1)NCc1ccc(Oc2ccccc2)cc1,3,1
C[C@@H](NC(=O)[C@@H]1CCCN1C(=O)OC(C)(C)C)c1ccccc1,-4,-10
COCCN1C(=O)c2ccccc2C1c1nnnn1C(C)C (configuration not stated),2,-4
CCCCNC(=O)c1nc(-c2cccc(C(F)(F)F)c2)oc1-c1ccc(OC(F)(F)F)cc1,0,-5
COC(=O)C1=CN(c2ccc(OC)cc2)C(N)=C(C#N)C1c1cccc2ccccc12 (configuration not stated),1,-1
O=C1N2CCCCC1(Sc1ccccc1)CCC2 (configuration not stated),-6,2
O=C([C@H]1O[C@@H](n2ccc(=O)[nH]c2=O)[C@H](O)[C@@H]1O)N1CCN(Cc2ccccn2)CC1,-4,-1
CCCCNC(=O)C[C@@H]1C[C@@]2(C(=O)OCC)CCCC=C2N(CCC2=CCCCC2)C1=O,-1,1
COC(=O)[C@]12CCCCC=C1N(Cc1ccc(Cl)cc1Cl)C(=O)[C@H](CC(=O)NCc1cccc(C(F)(F)F)c1)C2,-2,-2
O=C1NC[C@@H](CCCCN2C[C@H](Cc3ccccc3)N(Cc3ccccc3)C(=O)C2=O)N(Cc2ccccc2)C1=O,-3,-1
Cc1ccc(-c2nc3c(Cl)cc(C(F)(F)F)cn3c2Cc2ccsc2)cc1,-2,-3
COC(=O)C[C@@H]1OC[C@H](CO)N1S(=O)(=O)c1ccc(C)cc1,-4,4
O=C(C(=O)N1CCN(c2ccccc2F)CC1)c1ccccc1,1,0
Cc1cccc(C)c1NC(=O)C1C(c2ccc3c(c2)OCO3)=Nc2ccccc2N1C(=O)c1ccccc1 (configuration not stated),1,-6
COc1ccc(C(=O)c2[nH]c(N)c(C(=O)NCCc3c[nH]c4ccccc34)c2-c2ccc(Cl)c(F)c2)cc1,-9,1
c1cc(-c2cc3c(o2)CCCC3OCCN2CCOCC2)cs1 (configuration not stated),2,-3
Cc1nc2ccc(C(=O)N3c4ccccc4N=C(c4ccc5c(c4)OCO5)C3C(=O)NCc3ccccc3)cc2[nH]1 (configuration not stated),-6,0
O=c1ccc(-c2nc3ccccc3n2C(CCc2ccccc2)c2nc3ccccc3[nH]2)c[nH]1 (configuration not stated),4,-3
COc1cc(C=C2C(=O)C=CC2=O)ccc1O,-56*,-8
Cc1cnc(-c2nc3ccccc3n2C(C(=O)NC(C)(C)C)c2ccncc2)cn1 (configuration not stated),-11,2
CCCCn1nnnc1C1(C)CCC(=O)N1CCOC (configuration not stated),1,2
CCCCNC(=O)C[C@@H]1C[C@@]2(C(=O)OC)CCCCC=C2N(Cc2ccc(Cl)cc2Cl)C1=O,-1,-8
CC1(C(=O)NCc2ccccc2)CSCC(=O)N1CCCn1ccnc1 (configuration not stated),-2,2
CCN(CC)CCN(C)C(c1cc2ccccc2o1)c1nnnn1C(C)(C)C (configuration not stated),3,-2
C#CCNC(=O)C[C@@H]1C[C@@]2(C(=O)OCC)CCCC=C2N(CCCCCCCC)C1=O,-3,-2
COc1ccc(C(C(=O)NC2CCCC2)n2c(C3CCN(C(C)=O)CC3)nc3ccccc32)cc1 (configuration not stated),-2,-3
CCOC(=O)[C@]12CCC=C1N(Cc1ccccc1)C(=O)[C@H](CC(=O)NCCc1ccccc1OC)C2,-7,2
CCOC(=O)[C@]12CCC=C1N(Cc1ccco1)C(=O)[C@H](CC(=O)NCc1cccs1)C2,-11,0
CCCCCc1c(-c2ccc(OC)c(OC)c2)ncn1CCc1ccccc1OC,-3,11
Cc1ccc(S(=O)(=O)Nc2ccccc2O)cc1,0,8
C1=C[C@H]2CCCN3CC[C@@H]([C@@H]2[C@]32CO2)[C@H]1CCOCc1ccccc1,-2,1
Cc1ccc(S(=O)(=O)N[C@@H](C)CO)cc1,2,-6
Cc1ccc(S(=O)(=O)N2[C@@H](CO)CO[C@H]2CC(=O)c2cccc3ccccc23)cc1,-5,0
Cc1ccc(OCc2nc3ccccc3n2C(C(=O)Nc2c(C)cccc2C)C2CC2)cc1 (configuration not stated),1,5
CC(=O)C[C@H]1SC[C@@H](C(C)C)N1S(=O)(=O)c1ccc(C)cc1,4,-3
CC(C)(C)OC(=O)N1CCN(C(c2ccnc3ccccc23)c2nnnn2-c2ccc3c(c2)OCCO3)CC1 (configuration not stated),2,-1
COC(=O)/C=C1\OCc2cccc(C)c21,5,-7
CCCCCCCCN1C(=O)[C@H](CC(=O)N2CCN(C(=O)c3ccco3)CC2)C[C@@]2(C(=O)OC)CC(C)(C)CC=C12,-6,8
COc1cccc(C(C(=O)NCc2ccccc2)N2CCN(c3cccc(C)c3C)CC2)c1OC (configuration not stated),0,2
CCN(C)C1CN(Cc2cn(Cc3cccc(Cl)c3)nn2)S(=O)(=O)C1 (configuration not stated),-4,4
Cc1cc2nc(C3CCCCC3)c(Cc3cccc(Cl)c3)n2c(C)c1Br,-1,-6
CC1(c2nnnn2Cc2ccccc2)CCC(=O)N1CCCn1ccnc1 (configuration not stated),3,-8
COC(=O)C[C@@H]1CC[C@H](NC(=O)c2ccccc2)[C@@H](CO)O1,-3,0
O=C(NCC[C@H]1CC[C@@H](NC(=O)C2CCC2)[C@@H](CO)O1)c1cc(Cl)cc(Cl)c1,-4,-1
C[C@@H](NC(=O)[C@@H]1CCCN1C(=O)[C@@H]1CCCN1C(=O)c1cccc(Cl)c1)c1ccccc1,1,-11

Next section
molecule,PI4K2A block,LDHA block
COC(=O)[C@@]12C[C@@H](CC(=O)NCc3cccs3)C(=O)N(Cc3ccco3)C1=CCC(C)(C)C2,-5,0
Cc1ccc(S(=O)(=O)N2CC3C(=O)C[C@@H](c4ccccc4Cl)N(S(=O)(=O)c4ccc(C)cc4)C3CC2c2ccccc2)cc1 (some centres not stated),6,-7
CCC(c1nnnn1-c1c(C)cccc1C)N1CCN(c2ccccn2)CC1 (configuration not stated),-1,-3
COC(=O)c1ccc2nc(-c3ccc(C#N)cc3)c(Cc3cccc(Cl)c3)n2c1,-11,6
CC1C(O)=C(c2ccccc2)P(=O)(Cc2ccccc2)C1C (configuration not stated),0,-6
CCCCC(O)C1=C[N+](=O)CC=C1 (configuration not stated),-1,-5
CC1=C(C(=O)N2CCCCCC2)CC(CC(=O)NCc2cccc3ccccc23)C(=O)N1CCC1=CCCCC1 (configuration not stated),5,2
CC(C)CCN1C(=O)CSCC1(C)C(=O)Nc1ccc2c(c1)OCCO2 (configuration not stated),2,-5
CC(C)NC(=O)C1(C)CN(S(C)(=O)=O)CC(=O)N1CCc1ccccc1 (configuration not stated),1,-1
CCCCn1nnnc1C1(C)CCC(=O)N1Cc1ccc(F)cc1 (configuration not stated),0,-7
CC(C)n1nnnc1C1c2ccccc2C(=O)N1Cc1ccccc1 (configuration not stated),-4,-2
Cc1ccc2nc(-c3cccc(Cl)c3)c(Cc3ccccc3)n2c1,0,5

Molecules listed so far that contain a cyano group:
molecule,PI4K2A block,LDHA block
N#CN1CCC(NS(=O)(=O)c2ccc(F)cc2)C1 (configuration not stated),-3,-3
N#CC1C(=O)NC(=O)C(C#N)C12CCCCC2 (configuration not stated),-3,-7
COC(=O)C1=CN(c2ccc(OC)cc2)C(N)=C(C#N)C1c1cccc2ccccc12 (configuration not stated),1,-1
COC(=O)c1ccc2nc(-c3ccc(C#N)cc3)c(Cc3cccc(Cl)c3)n2c1,-11,6

(continued)
molecule,PI4K2A block,LDHA block
COc1ccc(-c2c(C(=O)c3ccccc3)[nH]c(N)c2C(=O)NCc2ccccc2)cc1OC,4,-1
CCCCNC(=O)C[C@@H]1C[C@@]2(C(=O)OC)CC(C)(C)CC=C2N(Cc2ccc3c(c2)OCO3)C1=O,-1,4
O=C1NC[C@@H](CCCCN2CCN(CCC3CCCCC3)C(=O)C2=O)N(CC2CCCCC2)C1=O,-6,0
CN(Cc1ccncc1)C(=O)[C@@H]1CCCN1C(=O)[C@@H]1CCCN1,3,-2
O=C(NCc1ccc(F)cc1F)[C@@H]1CCCN1C(=O)[C@@H]1CCCN1,-4,-3
O=C1C=C(OCCCl)CC(c2cccc(Cl)c2)O1 (configuration not stated),-2,-1
CC1Cc2[nH]c(=S)[nH]c(=O)c2C(C(C)C)O1 (configuration not stated),-4,-7
COc1ccc(C(C(=O)NC(C)(C)C)n2c(-c3ccc(C(F)(F)F)cc3)nc3ccccc32)cc1 (configuration not stated),4,-2
Cc1csc(-c2nc3ccccc3n2C(C)c2nc3ccccc3[nH]2)c1 (configuration not stated),-6,-1
CC(C)NC(=O)C1C(c2ccc(C(F)(F)F)cc2)=Nc2ccccc2N1C(=O)c1cccc2ccccc12 (configuration not stated),-1,4
Cc1cccc(C)c1NC(=O)C1(C)CSCC(=O)N1CCOc1ccccc1 (configuration not stated),-3,3
Nc1sc(-c2ccccc2)cc1C(=O)N1CCN(c2ccccc2)CC1,2,-3
